# Compound activity as filed in PubChem.
# CHT allo act: CHT positive allosteric modulators, primary screen, cell-based, membrane potential dye, choline EC20 | CHT-expressing cells; stronger effect = higher value; LV-AA mutant CHT in HEK293 cells | High affinity choline transporter 1 (Homo sapiens), Q9GZV3 | B-score at 10 µM | 0.49% of 310,000 active;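 active means initial fluorescence not abnormally high and integrated response B-score, plate-corrected, over 3 SD above library mean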
# Target sequence (Q9GZV3 whole entry, looked up): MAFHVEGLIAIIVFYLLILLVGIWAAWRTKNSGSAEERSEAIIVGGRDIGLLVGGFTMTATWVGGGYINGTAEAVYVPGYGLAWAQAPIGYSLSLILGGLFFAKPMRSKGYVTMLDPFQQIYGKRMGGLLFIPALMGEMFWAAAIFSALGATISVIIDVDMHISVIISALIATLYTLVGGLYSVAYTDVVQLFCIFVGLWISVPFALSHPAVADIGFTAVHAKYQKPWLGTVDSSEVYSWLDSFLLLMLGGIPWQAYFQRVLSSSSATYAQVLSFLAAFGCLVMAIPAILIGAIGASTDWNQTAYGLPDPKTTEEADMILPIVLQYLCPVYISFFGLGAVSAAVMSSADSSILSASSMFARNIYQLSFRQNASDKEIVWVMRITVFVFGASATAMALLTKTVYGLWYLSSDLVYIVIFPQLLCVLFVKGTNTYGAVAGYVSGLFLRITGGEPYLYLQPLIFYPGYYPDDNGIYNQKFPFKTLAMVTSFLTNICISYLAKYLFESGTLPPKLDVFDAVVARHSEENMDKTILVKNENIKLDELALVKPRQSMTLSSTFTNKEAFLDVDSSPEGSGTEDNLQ
# CHT inh: inhibitors of human choline transporter CHT; AID 488975, 2010; B-score at 10 µM; CHT-expressing cells, membrane potential dye, choline response; stronger effect = lower value; 0.86% of 310,000 active;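 active means B-score over 3 SD under the library average, and starting fluorescence ratio not unusually high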;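 further: choline stimulus applied at its EC90 after an EC20 pre-addition; B-score computed on integrated fluorescence ratio after choline addition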
# STK33 inh: inhibitors of purified STK33 kinase, primary screen, biochemical, ADP-Glo luminescence, homogeneous, cell-free; MBP phosphorylation; inhibition, % at 10 µM; 0.073% of 320,000 active; AID 2661, 2010;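 active means inhibition at or above 25%, using the most active replicate where run in duplicate; inactive means inhibition below 25%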
# Target sequence (Q9BYT3 whole entry, looked up): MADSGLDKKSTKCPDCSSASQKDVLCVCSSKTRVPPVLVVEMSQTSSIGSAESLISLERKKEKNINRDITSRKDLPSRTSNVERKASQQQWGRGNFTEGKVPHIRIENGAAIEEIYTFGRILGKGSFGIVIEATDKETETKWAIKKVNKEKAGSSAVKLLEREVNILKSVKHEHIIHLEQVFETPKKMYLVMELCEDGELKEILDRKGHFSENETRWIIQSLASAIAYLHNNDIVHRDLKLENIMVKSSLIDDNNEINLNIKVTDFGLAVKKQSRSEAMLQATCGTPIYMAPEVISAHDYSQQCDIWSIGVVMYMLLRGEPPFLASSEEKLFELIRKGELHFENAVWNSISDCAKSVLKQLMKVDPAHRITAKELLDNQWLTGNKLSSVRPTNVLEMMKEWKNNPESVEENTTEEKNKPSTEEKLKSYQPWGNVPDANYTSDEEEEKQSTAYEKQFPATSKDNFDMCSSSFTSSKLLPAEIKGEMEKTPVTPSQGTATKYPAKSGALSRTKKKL
# Numbers without * were called inactive; i = inactive.
SMILES,CHT allo act,CHT inh,STK33 inh
CN(Cc1ccccc1)C(=O)CCS(=O)(=O)c1ccc2c(c1)n(C)c(=O)c(=O)n2C,i,i,-2.7
CC(C(=O)NCC1CCCCC1)N(C)CC(=O)Nc1ccc(N2CCOCC2)cc1 (stereo not given),i,i,0.2
CC(Sc1ccsc1[N+](=O)[O-])C(=O)NCCc1ccc(Cl)cc1 (stereo not given),i,i,-1.5
Cc1ccc(S(=O)(=O)N(C)C)cc1NC(=O)COC(=O)c1ccc2c(c1)OCO2,i,i,0.2
O=C(NNC(=O)c1ccncc1)Nc1cccc(C(F)(F)F)c1,i,i,-0.2
COc1ccc(Cn2c(CCC(=O)NCc3ccco3)nc3cccnc32)cc1,i,i,-0.4
Cc1cccc(NC(=O)c2cccc(N3C(=O)C4C5CCC(C5)C4C3=O)c2)c1C (stereo not given),i,i,-0.8
CCOC(=O)c1c(C)c(C(=O)NCc2ccccc2OC)c(C)n1C,i,i,-1.1
Cc1ccc(NC(=O)CCN2CCN(CCO)CC2)cc1Br,i,i,-1.3
O=C(Nc1ccccc1)N1CCc2ccccc2C1,i,i,-0.6
Cc1ccc(CCN=c2c([N+](=O)[O-])nn(-c3ccccc3)n2O)cc1,i,i,-0.8
Cc1ccc(C(=O)NCC(=O)OCC(=O)N2CC(C)OC(C)C2)cc1 (stereo not given),i,i,-0.2
N#Cc1ccc(NC(=O)c2nc(-c3ccccc3)n(-c3ccccc3)n2)cc1,i,i,-3.0
Cc1c(C(=O)Nc2cccc(S(=O)(=O)N3CCCC3)c2)oc2ccccc12,i,i,-1.0
COc1ccc(/C=C2/C(=O)N(c3ccccc3)N=C2C)c(OC)c1,i,i,-0.7
O=C(CN1C(=O)CCSc2ccccc21)Nc1cccc(F)c1,i,i,-0.7
COc1ccc(/C=N/NC(=O)c2cccc(NC(=O)c3ccccc3Cl)c2)cc1,i,i,-0.7
CC(OC(=O)CC1CCCC1)C(=O)Nc1ccc(S(N)(=O)=O)cc1 (stereo not given),i,i,0.1
CCCc1nnc(SCc2ccc(C(=O)OC)o2)n1N,i,i,0.0
CCc1nnc(NC(=O)NC(C)(C)C)s1,i,i,-1.2
CCOC(=O)N1CCN(S(=O)(=O)c2ccc(C(=O)N(CCN(CC)CC)c3nc4c(C)cccc4s3)cc2)CC1,i,i,1.1
CCOc1ccc(NC(=O)Cn2nnc(C(=O)NCc3ccc(OC)cc3)c2N)cc1,i,i,-1.0
Cc1ccc(C(=O)CCC(=O)N2CCN(C(=O)c3ccco3)CC2)cc1,i,i,-3.1
Cc1sc2ncnc(N(C)CCc3ccccn3)c2c1C,i,i,-1.4
COc1ccc(-c2nnc3n2N=C(C)CS3)cc1OC,i,i,-1.2
COc1ccc(CN(C(=O)c2ccc(-c3ccccc3)[nH]2)C(C(=O)NCC2CCCO2)c2ccc(C)o2)cc1 (stereo not given),i,i,1.0
COc1ccc(OCc2cc(C(=O)NCCCc3ccccc3)no2)c(Cl)c1,i,i,-0.8
O=C(CCc1ccccc1)Nc1ccccc1[N+](=O)[O-],i,i,-1.1
C#CC[N+](C)(C)CC#Cc1ccc(Cl)cc1,i,i,-0.3
CC(=O)n1nc(-c2ccccc2)nc1NCc1ccc(F)cc1,i,i,-1.1

# Grouped by structure: those above with a Cl atom (four)
SMILES,CHT allo act,CHT inh,STK33 inh
CC(Sc1ccsc1[N+](=O)[O-])C(=O)NCCc1ccc(Cl)cc1 (stereo not given),i,i,-1.5
COc1ccc(/C=N/NC(=O)c2cccc(NC(=O)c3ccccc3Cl)c2)cc1,i,i,-0.7
COc1ccc(OCc2cc(C(=O)NCCCc3ccccc3)no2)c(Cl)c1,i,i,-0.8
C#CC[N+](C)(C)CC#Cc1ccc(Cl)cc1,i,i,-0.3

# (list continues)
SMILES,CHT allo act,CHT inh,STK33 inh
CCOc1ccccc1NC(=O)C1CCCN(S(=O)(=O)c2ccc3c(c2)C(C)(C)C(=O)N3C)C1 (stereo not given),i,i,-0.4
O=C(C1CCCO1)N1CCN(C(=S)Nc2ccc(Cl)cc2)CC1 (stereo not given),i,i,-4.2
CCOP(=O)(Nc1ccc2oc(=O)c3ccccc3c2c1)OCC,i,i,-0.2
O=C(Nc1ccc(S(=O)(=O)N2CCOCC2)cc1)c1ccc(=O)[nH]c1,i,i,-0.7
Cc1ccc(-n2c(C)cc(/C([O-])=C(/C(=S)Nc3ccc(F)c(Cl)c3)[n+]3ccccc3)c2C)cc1,i,i,-0.3
CCOc1ccc(CC(=O)Nc2ccc(S(=O)(=O)Nc3cc(C)on3)cc2)cc1OCC,i,i,-3.3
COc1cccc(-c2csc(N3CCN(C(=O)Nc4ccccc4OC)CC3)n2)c1,i,i,-1.5
Cc1ccc(CNC(=O)CSc2ccc(-c3ccco3)nn2)cc1,i,i,0.0
Cc1nc(-c2ccc3c(c2)CCC(=O)N3)cs1,i,i,1.1
O=C1C2ON(c3ccc(Cl)cc3)C(c3ccco3)C2C(=O)N1c1ccccc1 (stereo not given),i,i,0.4

# Entries listed so far with an aryl methoxy group:
SMILES,CHT allo act,CHT inh,STK33 inh
COc1ccc(Cn2c(CCC(=O)NCc3ccco3)nc3cccnc32)cc1,i,i,-0.4
CCOC(=O)c1c(C)c(C(=O)NCc2ccccc2OC)c(C)n1C,i,i,-1.1
COc1ccc(/C=C2/C(=O)N(c3ccccc3)N=C2C)c(OC)c1,i,i,-0.7
COc1ccc(/C=N/NC(=O)c2cccc(NC(=O)c3ccccc3Cl)c2)cc1,i,i,-0.7
CCOc1ccc(NC(=O)Cn2nnc(C(=O)NCc3ccc(OC)cc3)c2N)cc1,i,i,-1.0
COc1ccc(-c2nnc3n2N=C(C)CS3)cc1OC,i,i,-1.2
COc1ccc(CN(C(=O)c2ccc(-c3ccccc3)[nH]2)C(C(=O)NCC2CCCO2)c2ccc(C)o2)cc1 (stereo not given),i,i,1.0
COc1ccc(OCc2cc(C(=O)NCCCc3ccccc3)no2)c(Cl)c1,i,i,-0.8
COc1cccc(-c2csc(N3CCN(C(=O)Nc4ccccc4OC)CC3)n2)c1,i,i,-1.5

# (listing goes on)
SMILES,CHT allo act,CHT inh,STK33 inh
CC(=O)/C(N=Nc1nc2c([nH]1)c(=O)n(C)c(=O)n2C)=C(\C)O,i,i,1.1
CCC(C)N1CCCCC1C(=O)Nc1c(C)cc(C)cc1C (stereo not given),i,i,-1.7
C/C(=N\Nc1ccc([N+](=O)[O-])cc1)c1ccc(-n2nncc2C)cc1,i,i,-0.1
CCC(C)(C)NC(=O)CN(CCc1cccc(C)c1)C(=O)c1csnn1,i,i,-0.5
COc1ccc(Cl)cc1C(=O)O/N=C(\N)c1ccccn1,i,i,-2.0
c1ccc(-c2noc(CSc3nnc(Cc4cccs4)n3-c3ccccc3)n2)cc1,i,i,-0.4
CC(=O)Nc1ccc(NC(=O)Cn2c(=O)n(-c3ccccc3)c(=O)c3oc4ccccc4c32)cc1,i,i,-2.1
C/C(CC(=O)Nc1ccc(Cl)cc1C(F)(F)F)=N\NC(=O)c1ccccn1,i,i,-1.2
COC(=O)[C@H](Cc1ccccc1)NC(=O)O[C@@H]1C(=O)c2cc(OC)ccc2O[C@H]1c1ccc(OC)c(Br)c1,i,i,0.6
COc1ccc2c(c1)C(C)=CC(C)(C)N2C(=O)CN1C(=O)CCC1=O,i,i,-0.1
Cc1cc(CSc2ccccc2)ccc1NC(=O)COc1ccccc1,i,i,-1.1
CC1CC(C)CN(C(=O)Cn2c(SCC(=O)N3CCc4ccccc4C3)nc3ccccc32)C1 (stereo not given),i,i,0.7
CCOC(=O)C(NC(C)=O)C(=O)Nc1ccc(C)cc1C (stereo not given),i,i,-2.0
CCOC(=O)[C@H]1[C@H]2COc3cc(OC)ccc3[C@@H]2N2C(=O)c3cc(OC)c(OC)cc3NC(=O)[C@@]12C,i,i,10.6
Cc1ccc(OCC(=O)NNC(=O)C2CCN(c3nccc(C)n3)CC2)cc1,i,i,-1.0
CCN(CC)CCN(C(=O)c1ccc(S(=O)(=O)N(CC)c2ccccc2)cc1)c1nc2c(OC)ccc(OC)c2s1,i,i,0.1
COc1ccc(N2CCN(C3CCN(S(=O)(=O)c4ccc(F)cc4)CC3)CC2)cc1,i,i,0.1
O=C(CNC(=O)c1sc2ccccc2c1Cl)NCc1ccccc1,i,i,-1.5
O=C(Nc1nc2ccc(F)cc2s1)c1ccc(N2CCCC2=O)cc1,i,i,-1.0
Cc1ccc(S(=O)(=O)N2CCC(N3CCN(C)CC3)CC2)cc1Cl,i,i,0.6
CCCS(=O)(=O)N1CCC(C(=O)NC2CCCC(C)C2C)CC1 (stereo not given),i,i,-1.9
O=C(CN(Cc1ccco1)C(=O)c1ccc(Cl)cc1)Nc1c(Cl)cc(Cl)cc1Cl,i,i,-1.8
Cc1cccc(-c2nnc(N)s2)c1,i,i,-2.3
NS(=O)(=O)c1cccc(NC(=O)CN2CCCc3ccccc32)c1,i,i,0.8
Cc1cc(Cl)ccc1OCc1nc(-c2ccncc2)no1,i,i,0.1
O=C(COC(=O)CC(c1ccccc1)c1ccccc1)Nc1c(F)cccc1F,i,i,-1.0
CCOc1ccc(NC(=O)C(CC(=O)O)Cc2ccc(Br)cc2)cc1 (stereo not given),i,i,-2.4
Cc1ccc(-c2csc(NC(=O)c3cccc([N+](=O)[O-])c3C(=O)O)n2)cc1,i,i,-3.6
CC(C)Cc1ccc(S(=O)(=O)NCC2CCCO2)cc1 (stereo not given),i,i,-1.5
O=C(CN1CCN(S(=O)(=O)c2ccc(Cl)cc2)CC1)NCc1cccs1,i,i,0.0
CCOC(=O)c1ccc(COC(=O)c2cc(=O)[nH]c3ccccc23)o1,i,i,16.6
O=S(=O)(c1ccc(Cl)c(NC(=S)Nc2cccc(O)c2)c1)N1CCOCC1,i,i,-1.1
CN(C(=O)Cn1nnc(-c2cccc(C(F)(F)F)c2)n1)C1CCCCC1,i,i,-2.5
O=S(=O)(NCCSc1ccccc1)c1ccc2c(c1)OCCO2,i,i,-0.8
Cc1csc(NC(=O)c2cccc(S(=O)(=O)N3CCN(C)CC3)c2)n1,i,i,1.5
CC(C)CCNC(=O)CN(Cc1ccccc1Cl)C(=O)CCC(=O)Nc1ccccn1,i,i,-0.8
COc1ccc(C2SCCN2C(=S)Nc2ccc(Cl)cc2)cc1 (stereo not given),i,i,-0.2
COc1ccc(-c2cc(C(=O)Nc3cccc(S(=O)(=O)NCc4ccco4)c3)c3ccccc3n2)cc1OC,i,i,-1.4
CCc1cc2cc(C)cc(C)c2[nH]c1=S,i,i,3.2
CC(CNC(=O)c1ccc(C(C)(C)C)cc1)CN(C)C (stereo not given),i,i,6.5
CCCCC(CC)C(=O)NCCc1ccc(S(N)(=O)=O)cc1 (stereo not given),i,i,-0.3
Cc1nn2c(-c3ccc(S(=O)(=O)N4CCN(C)CC4)o3)nnc2c2ccccc12,i,i,1.2
COC(=O)c1ccc(N2CCN(C(C)=O)CC2)c(NC(=O)COc2ccccc2C)c1,i,i,-0.8
COc1ccc(NC(=O)c2ccccc2Oc2ccccc2)cc1,i,i,-0.9
CC(C)n1c(O)c(N=NC(=O)CNC(=O)CCc2ccccc2)c2ccccc21,i,i,-0.7
O=C(Nc1ccc(CN2CCCCC2)cc1)c1ccc2c(c1)OCO2,i,i,-0.8
CCOc1ccc(-n2cnc3scc(-c4ccc(OC)c(OC)c4)c3c2=O)cc1,i,i,-0.5
Cc1cc(C)c(S(=O)(=O)n2ccc(-c3ccc(OCCN(C)c4ccccn4)cc3)n2)c(C)c1,i,i,0.7
Cc1ccc(S(=O)(=O)N2CCC(C(=O)OCC(=O)N3CCCC(C)C3)CC2)cc1C (stereo not given),i,i,0.1
COc1cc(C(=O)NCc2ccccc2)ccc1OC(F)F,i,i,-0.4
# (further entries)
SMILES,CHT allo act,CHT inh,STK33 inh
C#CCOC(=O)Nc1ccc(OCC(F)(F)F)nc1,i,i,-0.1
CNC(=O)CN(C)S(=O)(=O)c1ccc(OC)c(Cl)c1,i,i,5.0
CCN(CC)S(=O)(=O)c1ccc(-c2nnco2)cc1,i,i,-1.1
CC(=O)N1CCc2c(sc(NC(=O)c3ccc(S(=O)(=O)N(C)C)cc3)c2C#N)C1,i,i,-1.3
Cc1cc2oc(=O)sc2cc1NS(=O)(=O)c1ccccc1,i,i,-1.4
NC(=O)C1(N2CCCCC2)CCN(Cc2ccc(F)cc2)CC1,i,i,-0.7
N#CC1(c2ccccc2)CCCN1C(=O)c1ccc(Br)o1 (stereo not given),i,i,-0.6
CCOC(=O)c1ccc(NC(=O)C2CCC(CNc3c(N4CCOCC4)c(=O)c3=O)CC2)cc1 (stereo not given),i,i,-0.1
C=CCn1c(COc2ccccc2)nnc1SCC(=O)NCC(=O)OCC,i,i,-1.9
CC(=O)c1cccc(N(CC(=O)NC2CCCCC2)C(=O)CNC(=O)c2cccs2)c1,i,i,0.1
Cc1cc(=O)c2cc(Br)ccc2n1CC(=O)NCc1ccccc1,i,i,-1.8
O=C(CN1CCCCC1)Nc1c2c(nc3ccccc13)N(c1ccccc1)CC2,i,i,0.2
COCCNc1nc(CSc2ccccc2)nc2sc(C)c(C)c12,i,i,1.3
CSc1ncc(C(=O)Nc2ccc(C(C)=O)cc2)c(C)n1,i,i,-0.8
Cc1cnn(-c2cc(N/N=C/c3ccccc3F)ncn2)c1,i,i,-0.7
O=C(O)c1ccc(NC(=O)C2(c3ccccc3)CCCC2)cc1,i,i,-1.4
COCCSc1ccccc1C(=O)Nc1nccs1,i,i,-0.5
Cc1ccc(-c2csc(N3CCN(c4cc5c(cc4Cl)nc(C)n5CCN4CCCCC4)CC3)n2)cc1,i,i,-1.6
O=[N+]([O-])c1ccc(N2CCN(S(=O)(=O)c3ccccc3[N+](=O)[O-])CC2)cc1NCc1cccnc1,i,i,0.9
CC(=O)Oc1cccc2c1C(=O)c1c(OC(C)=O)cc(C(=O)O)cc1C2=O,i,i,3.7
N#Cc1ccc(C(=O)Nc2nnc(-c3cccs3)o2)cc1,i,i,-0.4
